# Screens: PubChem, several laboratories
# MT stabilize HCS – microtubule stabilizers in HeLa cells; HeLa tubulin immunostaining HCS, 24 h; share of cells brighter than vehicle mean+2SD; % tubulin-high responders, % at 10 µM; 0.83% of 200,000 active; AID 2205;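 active = plate Z-score above 3 for both tubulin-high and condensed-nucleus cell shares, with cell loss under 80%, at 10 µM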;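 also: anti alpha tubulin signal scored within the nucleus-defined area of each cell; some results filed as inactive read as strong as hits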
# Insulin prom up – MIN6 insulin promoter up-regulation. MIN6 insulin promoter-GFP reporter, high-content imaging; stronger effect = higher value. z-score at 5 µM. 0.3% of 190,000 active. AID 1625;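 active = z-score above 3 at 5 µM with at least 500 cells counted in the well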
# ER stress rescue – protection against thapsigargin-triggered cell killing – 384-well, CSM14.1, ATP luminescence, primary screen (AID 1222). CSM14.1 thapsigargin-induced death rescue, ATP luminescence; higher % means a stronger effect. cellular ATP content (survival), % at 20 µM, or EC50 in µM where a hit was titrated. 190,000 tested, under 10 active;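 active = EC50 below 50 µM in the dose-response confirmation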;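 also: death triggered by thapsigargin at about 15 µM added after 2 h compound pretreatment; cell ATP read after overnight thapsigargin exposure of roughly 18 to 22 hours; normalized against plate controls of thapsigargin alone and 5% DMSO vehicle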
# T cell modulator – T cell immune modulators affecting CD8 T cell-vesicle binding | 2C CD8+ T cell-vesicle binding, flow cytometry; stronger effect = lower value | calls only at 7 µM | 0.068% of 330,000 active | AID 2052;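 active = response, share of CD8 T cells binding vesicles, and their 90th percentile fluorescence all below set limits, cut at about 80% in these data, passing the limit was not always enough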
#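 incubation = binding step 1.5 h, 37 °C, antibody labelling 20 min, ice | test system = 2C mouse CD8+ T cells | read-out basis = percent CD8+ FL2 mean versus row control | controls = Peptide-free naked vesicles (low) and QL9 vesicles with 0.7% DMSO vehicle (high) | detection = flow cytometry of vesicle-bound cells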
# Salmonella PhoP GFP – PhoP-dependent GFP reporter repression – Salmonella Typhimurium, primary screen (AID 1863); S. Typhimurium PhoP-regulated promoter GFP reporter, 4 h; higher % means a stronger effect; one-dose inhibition, % at 50 µM; IC50 in µM for titrated hits; 0.16% of 300,000 active;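 active = inhibition over 29.93%, a cutoff 3 SD above the screen mean, later confirmed by dose response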;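 also: 0% = low Mg2+ inducing control and 100% = high Mg2+ repressing control; strong numbers were not always called active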
# b-catenin transl – beta-catenin nuclear translocation modulation. HeLa beta-catenin nuclear translocation, immunofluorescence imaging. nuclear translocation activity, % at 5 µM. 0.3% of 190,000 active;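 active = nuclear translocation activity above 50% at 5 µM, with a well cell count of 50 or more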;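 also: per-cell ratio of nuclear to cytoplasmic median beta-catenin stain intensity; plate controls were DMSO negative control for no effect and GSK-3 inhibitor IX positive control for full effect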
#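 Test system: HeLa cells, endogenous beta-catenin; Compound: single 5 µM dose plus 0.02–20 µM confirmation series; Times: compound exposure 24 h at 37°C; Signal: fluorescence imaging of beta-catenin antibody stain plus DAPI; Read-out: % activation, nuclear-to-cytoplasmic median beta-catenin signal ratio per cell.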
# Dynein cargo inh – blocks dynein driven cargo transport along microtubules; z-score, hits read low; 3617.4 mouse cells, GR-EGFP nuclear translocation imaging; test concentration mostly 20 µM; stimulated with dexamethasone, 1 µM; stronger effect = lower value; 0.47% of 220,000 active;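 active = plate z-score of nuclear minus cytoplasmic receptor signal below a set negative limit, without overly bright fluorescence or cell loss, cut at about -3.5 in these data, passing the limit was not always enough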;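 also: z-score of nuclear minus cytoplasmic ring GR-EGFP intensity difference per well; some compounds called inactive have numbers as strong as hits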
#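 Buffer or medium: tet-free, stripped-serum medium; reagent: dexamethasone at 1.0 µM final, 30 min; incubation: 48 h induction, 1 h compound, 30 min dex at 37 °C; measured by: formaldehyde fixation, Hoechst nuclear stain, 10x automated fluorescence imaging; read-out: nuclear-to-cytoplasmic GR-EGFP distribution per well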
# Autophagy HCS – autophagy modulation, high-content screen; MEF GFP-LC3 puncta imaging; test concentration mostly 10 µM; calls only at 10 µM (by protocol); 0.98% of 190,000 active;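 active = percentage of spot-positive cells more than 3 SD above its plate mean, without a fluorescence outlier flag or 80% toxicity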;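 also: spot-positive cell cutoff set from DMSO-treated cells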
# Hep lipid drop – modulators of hepatic lipid droplet formation; AML12 mouse hepatocytes, oleate lipid droplets, BODIPY imaging; inhibition, % at 6.5 µM; 0.4% of 240,000 active; AID 1656;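 active = lipid droplet intensity inhibited by at least 50%, with more than 500 cells counted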
#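 Material – AML12 mouse liver cells · Also added – oleate loading, 100 µM · Compound dosing – 6.5 µM single-point dosing · Times – overnight treatment with compound plus oleate · Measured by – fluorescence imaging, 20x objective, two fields per well · Read-out – percent inhibition of filter-corrected integrated lipid droplet intensity per well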
# Dynein cargo inh cytoplasmic EGFP – second read-out of Dynein cargo inh, no call of its own (marks repeat the call); z-score; measured here: cytoplasmic GR-EGFP intensity; stronger effect = higher value
# Dynein cargo inh nuclear GR-EGFP – further read-out of Dynein cargo inh, marked with its call; z-score; measured here: nuclear GR-EGFP intensity;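 lower value marks the stronger effect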
# Dynein cargo inh cell count – second read-out of Dynein cargo inh, no call of its own (marks repeat the call); z-score; measured here: cell count per field
# Insulin prom up cell count – further read-out of Insulin prom up, marked with its call; cell count; measured here: cytotoxicity, nuclei count;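 total cells summed across four imaged fields per well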
# Hep lipid drop cells 6.5 µM – further read-out of Hep lipid drop, marked with its call; cell count; measured here: cell count, cytotoxicity flag;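 cells counted across two imaged fields per well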
# b-catenin transl cell count 5 µM – further read-out of b-catenin transl, marked with its call; cell count; measured here: cell count, cytotoxicity flag
# T cell modulator vesicle-bound % – further read-out of T cell modulator, marked with its call; double positive events, %; measured here: CD8+ vesicle-bound cell fraction;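 binding gate set so that unloaded-vesicle control wells show 10% double positive cells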
# MT stabilize HCS Hoechst-high % – further read-out of MT stabilize HCS, marked with its call; % Hoechst-high responders; measured here: nuclear condensation Hoechst responders;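 share of cells brighter than vehicle mean plus two SD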
# MT stabilize HCS cytotoxicity % – second read-out of MT stabilize HCS, no call of its own (marks repeat the call); toxicity, %; measured here: cytotoxicity by cell density;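 0% = mean cell density of plate MIN control wells and 100% = no cells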
# Autophagy HCS cell loss 18 h – second read-out of Autophagy HCS, no call of its own (marks repeat the call); toxicity, %; measured here: cell loss, nuclei count;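 cell loss after 18 h compound exposure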
# * = called active by the depositor; i = inactive; nt = not tested or not shown; + = active, no number.
SMILES,MT stabilize HCS,MT stabilize HCS Hoechst-high %,MT stabilize HCS cytotoxicity %,Insulin prom up,Insulin prom up cell count,ER stress rescue,T cell modulator,T cell modulator vesicle-bound %,Salmonella PhoP GFP,b-catenin transl,b-catenin transl cell count 5 µM,Dynein cargo inh,Dynein cargo inh cytoplasmic EGFP,Dynein cargo inh nuclear GR-EGFP,Dynein cargo inh cell count,Autophagy HCS,Autophagy HCS cell loss 18 h,Hep lipid drop,Hep lipid drop cells 6.5 µM
O=C(O)c1cccc(C(=O)Cc2ccccc2)c1,3.9,1.3,3.3,-0.78,1609,0.5%,i,26.2,-4.5%,-2.6,1402,-0.0199,-0.262,0.0458,-0.473,i,8.4,nt,nt
COC(=O)CNc1nc(C2CC2)nc2c1nnn2Cc1ccccc1Cl,2.8,0.2,17.4,nt,nt,-2.5%,i,51.0,-11.4%,-0.5,1116,-0.0617,0.764,0.305,1.21,i,1.5,12.2,766
CCOC(=O)N1CCN(C(=O)c2ccc3nc4ccc(Cl)cc4c(=O)n3c2)CC1,5.8,3.7,0.5,-0.21,1900,-2.3%,i,35.4,6.8%,-0.5,1039,-1.19,-0.262,-0.888,-0.409,i,-1.5,-0.5,683
CC(=O)c1cccc(NC(=O)CSc2nnc(-c3cccnc3)o2)c1,2.1,2.2,5.3,nt,nt,-2.7%,i,12.5,4.9%,nt,nt,-1.49,-0.213,-0.961,0.455,i,0.8,1.2,764
Cc1cc(=O)[nH]c(SCC(=O)NCCc2ccccc2)n1,1.6,1.3,6.5,-0.7,868,-0.7%,i,34.9,-6.9%,nt,nt,0.447,-0.339,0.402,-0.157,i,4.2,5.9,789
CC(Cc1cccnc1)NC(=O)CCc1nnc(-c2ccccc2)o1 (stereo unspecified),2.4,2.7,6.5,-0.77,1425,-2.4%,i,44.8,nt,1.2,1010,1.78,-0.0775,1.59,-1.03,i,-4.5,19.6,696
CCN(CC)C(=O)c1cnn(-c2ccccc2)c1NC(=O)c1cccs1,3.7,1.6,4.4,0.1,1212,-1.1%,i,15.7,2.9%,-1.2,1181,-0.497,-0.0375,-0.884,0.645,i,26.2,-49.2,629
COc1cc(/C=C/C(=O)O)cc(S(=O)(=O)Nc2ccccc2SC)c1OC,1.8,4.2,6.3,0.26,1301,-0.7%,i,6.5,-3.2%,0.8,984,-0.65,-0.273,-0.779,1.24,i,-2.3,0.3,605
O=C(Nc1ccccc1)N1CCc2c([nH]c3ccccc23)C1C(F)(F)F (stereo unspecified),nt,nt,nt,-1.28,1396,nt,+,3.2*,-8.2%,-1.7,1169,-0.482,-0.119,-0.451,0.201,nt,nt,-7.4,735
CCC1(C)Cc2c(sc3nc4n(c(=O)c23)CCCS4)CO1 (stereo unspecified),3.8,2.4,3.7,nt,nt,nt,i,53.5,nt,nt,nt,0.00384,-0.236,0.164,0.26,i,-5.1,nt,nt
Cc1nnc(SCC(=O)NCCOc2ccc(Cl)cc2)n1-c1ccccc1,7.3,1.7,4.6,0.18,1075,-0.3%,i,17.5,6.8%,-3.3,789,-0.461,-0.0944,0.117,0.569,i,17.4,nt,nt
CC(=O)Nc1ccc(S(=O)(=O)NC2(C(F)(F)F)C(=O)Nc3c2c(=O)[nH]c(=O)n3Cc2cccnc2)cc1 (stereo unspecified),1.7,1.9,2.2,0.48,1539,0.6%,i,55.3,-12.4%,-2.6,1075,0.147,-0.246,0.242,0.227,i,15.5,-3.3,734
CC(C)(C)c1ccc(-c2nnc(SCCN3C(=O)c4ccccc4C3=O)o2)cc1,3.0,1.9,4.7,-0.16,970,-2.3%,i,49.7,-3.9%,nt,nt,0.404,-0.289,0.162,0.627,i,-2.7,7.1,800
Cc1ccc(Nc2nc(-c3ccncc3)nc3ccccc23)cc1,nt,nt,nt,-0.28,1320,nt,i,58.9,-7.9%,-5.4,1162,-0.807,-0.0985,-0.33,0.192,nt,nt,14.9,577
Cc1ccc(CN2CCN(/N=C/c3cccnc3)CC2)cc1,6.6,1.8,1.9,0.31,1449,-2.1%,i,48.4,8.0%,1.3,1073,1.62,-0.0509,0.692,-1.07,i,-10.3,-1.5,682
O=C(CC1C(=O)OCN1C(=O)OCc1ccccc1)OCC(=O)c1ccccc1 (stereo unspecified),1.6,1.6,4.2,0.71,1232,3.0%,i,35.4,11.9%,-3.0,1056,-0.368,-0.236,-0.0679,0.987,i,-1.1,nt,nt
CN(Cc1cccc(F)c1)CC(O)COCc1ccccc1Cl (stereo unspecified),2.2,2.4,11.8,-0.26,1253,-0.8%,i,16.3,-2.6%,0.5,1106,0.167,-0.317,-0.0291,0.744,i,1.1,1.8,708
Cc1noc(C)c1S(=O)(=O)N1CCCC(C(=O)Nc2ccc(Cl)cn2)C1 (stereo unspecified),1.2,2.2,8.0,0.16,1630,-0.2%,i,54.7,-3.2%,-2.0,952,1.54,-0.193,1.14,-1.07,i,-10.5,nt,nt
CC(=O)Nc1nc(-c2cccs2)cs1,2.3,2.5,2.3,0.69,1277,-6.7%,i,26.3,9.2%,3.8,1175,0.107,-0.101,0.285,-0.764,i,-1.5,-32.5,736
O=C(Nc1nc(-c2cccs2)c(C(=O)C(F)(F)F)s1)c1ccccc1,4.6,2.0,5.2,-1.05,947,-3.0%,i,33.6,-11.0%,-1.4,597,1.19,-0.00288,1.74,-1.24,i,2.4,-32.0,687
Clc1ccccc1OCc1nn[nH]n1,nt,nt,nt,0.43,959,nt,i,16.2,0.8%,-1.1,1258,-0.0532,-0.174,0.398,0.228,nt,nt,7.9,692
Cn1cc(/C=C2\SC(=S)N(NC(=O)c3cccc(Cl)c3)C2=O)c2ccccc21,nt,nt,nt,7.3*,1009*,nt,nt,nt,-2.6%,-1.0,1406,1.19,2.24,1.79,-0.463,nt,nt,13.0,665
COC(=O)C1CC(O)CN1C(=O)c1ccco1 (stereo unspecified),1.0,1.6,11.2,0.45,1965,-1.6%,i,26.7,-5.8%,-0.4,1154,-0.0268,-0.104,0.214,0.109,i,-1.0,4.9,662
CCOC(=O)c1ccccc1OCc1cc(/C=N/NC(=O)c2cccnc2)ccc1OC,nt,nt,nt,-0.55,1051,nt,i,12.8,-4.8%,0.8,1375,-0.706,-0.252,-0.288,0.964,nt,nt,0.7,714

# A different layout for part of the listing above:
Structure	MT stabilize HCS	MT stabilize HCS Hoechst-high %	MT stabilize HCS cytotoxicity %	Insulin prom up	Insulin prom up cell count	ER stress rescue	T cell modulator	T cell modulator vesicle-bound %	Salmonella PhoP GFP	b-catenin transl	b-catenin transl cell count 5 µM	Dynein cargo inh	Dynein cargo inh cytoplasmic EGFP	Dynein cargo inh nuclear GR-EGFP	Dynein cargo inh cell count	Autophagy HCS	Autophagy HCS cell loss 18 h	Hep lipid drop	Hep lipid drop cells 6.5 µM
CC(=O)c1cccc(NC(=O)CSc2nnc(-c3cccnc3)o2)c1	2.1	2.2	5.3	nt	nt	-2.7%	i	12.5	4.9%	nt	nt	-1.49	-0.213	-0.961	0.455	i	0.8	1.2	764
Cc1cc(=O)[nH]c(SCC(=O)NCCc2ccccc2)n1	1.6	1.3	6.5	-0.7	868	-0.7%	i	34.9	-6.9%	nt	nt	0.447	-0.339	0.402	-0.157	i	4.2	5.9	789

# Record cards, as listed above. Values in the order: MT stabilize HCS, MT stabilize HCS Hoechst-high %, MT stabilize HCS cytotoxicity %, Insulin prom up, Insulin prom up cell count, ER stress rescue, T cell modulator, T cell modulator vesicle-bound %, Salmonella PhoP GFP, b-catenin transl, b-catenin transl cell count 5 µM, Dynein cargo inh, Dynein cargo inh cytoplasmic EGFP, Dynein cargo inh nuclear GR-EGFP, Dynein cargo inh cell count, Autophagy HCS, Autophagy HCS cell loss 18 h, Hep lipid drop, Hep lipid drop cells 6.5 µM
# COC(=O)C1CC(O)CN1C(=O)c1ccco1 (stereo unspecified) in the list: 1.0, 1.6, 11.2, 0.45, 1965, -1.6%, i, 26.7, -5.8%, -0.4, 1154, -0.0268, -0.104, 0.214, 0.109, i, -1.0, 4.9, 662
# Cc1ccc(Nc2nc(-c3ccncc3)nc3ccccc23)cc1 in the list: nt, nt, nt, -0.28, 1320, nt, i, 58.9, -7.9%, -5.4, 1162, -0.807, -0.0985, -0.33, 0.192, nt, nt, 14.9, 577
# CC(=O)c1cccc(NC(=O)CSc2nnc(-c3cccnc3)o2)c1 in the list: 2.1, 2.2, 5.3, nt, nt, -2.7%, i, 12.5, 4.9%, nt, nt, -1.49, -0.213, -0.961, 0.455, i, 0.8, 1.2, 764
